Screens as filed in PubChem.
HEK293 tox: HEK 293 cell cytotoxicity. hit rate 6.6% among 94,000. HEK 293 viability, ATP luminescence (CellTiter-Glo), 48-72 h. Potency, µM (titrated, usually from 115 µM), for the others: top-dose activity change, negative = cytotoxicity, actives largely listed as inhibitors; further: potency means the concentration at half of the fitted maximal effect; nearly all actives have a fitted effect of over 60% in size
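Viability of HEK 293 cells, plated at 250 cells/well, was judged by cellular ATP after compound treatment for 48 or 72 hr. Luminescence was imaged 10 min after CellTiter-Glo addition at room temperature.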
IP6K1 inh: blocks human inositol hexakisphosphate kinase 1 | IP6K1 kinase, ADP-Glo luminescence, 2 h; hits give low values | hit rate 0.81% among 140,000 | AID 1645851 | activity change, % (series mostly up to about 58 µM) | Q92551; in the data active means activity change below about -25%
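ADP-Glo luminescence measures ADP made by human IP6K1 during a 2 h RT reaction with ATP/IP6 (mix at 1.3 mM/130 uM); top library doses 57.5 and 19.1 uM final.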
HEK293 viab: reduces viability of HEK-293 SNCA reporter cells; HEK-293-SNCA-luc viability, GF-AFC fluorescence, 24 h; Potency, µM (series often up to 57.1 µM), without a hit: top-dose activity change, negative = cytotoxicity, hits mostly cytotoxic; hit rate 0.12% among 150,000;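 further: potency means the concentration at half of the fitted maximal effect; 0% = DMSO-treated cells and -100% = medium-only wells without cells; nearly all actives have a fitted effect of over 30% in size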
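HEK-293-SNCA-luc cells (1500/well) plated 24 h, then exposed 24 h to a dilution series; GF-AFC added 30 min at 37C, fluorescence 405/540 nm; normalised to medium-only and DMSO wells, Hill fit.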
FLuc inh: blocks purified firefly luciferase enzyme activity | P08659 | purified P. pyralis luciferase, luminescence, biochemical | Potency, µM (top dose mostly 115 µM), inactives show top-dose activity change, negative = inhibition, most hits filed as inhibitors | hit rate 2.5% among 76,000 | AID 1347043; further: potency means the concentration at half of the fitted maximal effect; nearly all actives have a fitted effect of over 65% in size
Target sequence (P08659 whole entry, looked up): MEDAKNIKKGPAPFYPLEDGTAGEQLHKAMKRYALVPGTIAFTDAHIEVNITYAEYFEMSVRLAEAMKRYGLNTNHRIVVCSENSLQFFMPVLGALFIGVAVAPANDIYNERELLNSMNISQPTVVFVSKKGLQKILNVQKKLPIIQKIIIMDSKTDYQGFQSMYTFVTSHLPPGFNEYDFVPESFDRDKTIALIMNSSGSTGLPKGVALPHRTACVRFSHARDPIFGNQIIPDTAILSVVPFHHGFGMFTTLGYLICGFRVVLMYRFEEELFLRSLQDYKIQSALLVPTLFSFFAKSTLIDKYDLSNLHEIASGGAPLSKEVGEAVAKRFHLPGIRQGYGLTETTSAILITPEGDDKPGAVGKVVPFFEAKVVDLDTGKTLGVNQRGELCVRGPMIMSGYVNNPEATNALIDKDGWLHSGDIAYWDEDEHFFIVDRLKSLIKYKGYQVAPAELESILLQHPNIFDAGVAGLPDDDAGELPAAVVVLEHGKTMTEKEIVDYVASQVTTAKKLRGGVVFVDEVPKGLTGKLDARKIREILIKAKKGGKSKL
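Luminescence read by CCD imager after adding enzyme (10nM final) to wells holding compound, titrated in qHTS. Substrates 10uM each D-luciferin and ATP; buffer 50mM Tris acetate pH 7.5, 10mM Mg acetate, Tween-20, BSA.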
GPT2 inhibitor: GPT2 alanine aminotransferase inhibition; Q8TD30; Recombinant GPT2, coupled pyruvate oxidase/HRP Amplex Red fluorescence; Potency, µM (top dose mostly 57.7 µM), for the others: at the top dose activity change, negative = inhibition, most hits filed as inhibitors; hit rate 0.25% among 100,000; AID 1671188; further: potency means the concentration at half of the fitted maximal effect; nearly all actives have a fitted effect of over 60% in size; many of its hits are not listed in these tables
Target sequence (Q8TD30 whole entry, looked up): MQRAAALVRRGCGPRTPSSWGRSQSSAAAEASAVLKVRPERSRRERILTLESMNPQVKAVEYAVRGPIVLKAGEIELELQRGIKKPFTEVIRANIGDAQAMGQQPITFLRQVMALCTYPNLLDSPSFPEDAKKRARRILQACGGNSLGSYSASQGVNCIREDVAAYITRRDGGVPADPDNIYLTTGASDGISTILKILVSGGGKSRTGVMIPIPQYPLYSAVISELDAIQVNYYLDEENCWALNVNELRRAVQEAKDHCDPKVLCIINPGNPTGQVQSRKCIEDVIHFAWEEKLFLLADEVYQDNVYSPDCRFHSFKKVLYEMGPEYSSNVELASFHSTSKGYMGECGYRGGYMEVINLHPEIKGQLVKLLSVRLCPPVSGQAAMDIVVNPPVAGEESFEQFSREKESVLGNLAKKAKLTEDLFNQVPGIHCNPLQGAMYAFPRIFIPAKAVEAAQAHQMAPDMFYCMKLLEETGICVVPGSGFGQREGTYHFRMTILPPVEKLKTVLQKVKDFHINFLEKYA
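GPT2 10ng/uL, a-KG 250uM, L-Ala 2mM, HEPES pH7.5 + 0.0001% Tween; 30 min RT. Then Amplex mix (PO/HRP/ThPP), 30 min RT dark, fluorescence. AOA 50uM used as positive control.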
SNCA expr inh: inhibitors of alpha-synuclein (SNCA) gene expression; HEK-293 SNCA-luciferase knock-in, luminescence, 24 h; Potency, µM (top dose mostly 57.2 µM), without a hit: at the top dose activity change, negative = inhibition, actives largely listed as inhibitors; AID 1671194; hit rate 0.17% among 140,000;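 further: potency means the concentration at half of the fitted maximal effect; plate controls were DMSO cells for no effect and cell-free wells for full effect; nearly all actives have a fitted effect of over 45% in size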
NIH3T3 tox: kills NIH 3T3 cells | NIH 3T3 viability, CellTiter-Glo ATP luminescence, 48-72 h | Potency, µM (doses to about 96.7 µM), for the others: at the top dose activity change, negative = cytotoxicity, usual class: inhibitors | hit rate 4.3% among 94,000 | AID 1345082; further: potency means the concentration at half of the fitted maximal effect; nearly all actives have a fitted effect of over 55% in size
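Viability of NIH 3T3 cells after 48 or 72 hr compound treatment at 37 °C was assessed by CellTiter-Glo, with luminescence imaged following a 10 min room-temperature step.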
The depositor's hits bear a star; i = inactive; u = inconclusive; x = not tested or not shown; [ ] = another dose, or the depositor's remark. Unless noted, the call rests on the fitted dose curve; in most records, active means well fitted curve in the direction sought with a large enough effect; inconclusive means small, poorly fitted or top-dose-only effect, or another doubt; inactive means no such curve, though single readings can be large; an effect the other way counts as inactive or inconclusive. Unless noted, on the % scale 0 is the no-effect control and ±100 the full control effect.

SMILES	HEK293 tox	IP6K1 inh	HEK293 viab	FLuc inh	GPT2 inhibitor	SNCA expr inh	NIH3T3 tox
O=C(c1ccc2c(c1)N(Cc1ccccc1Cl)C(=O)c1ccccc1S2)N1CCCC1	x	0	u	x	x	-26%	x
O=C(Nc1ccccc1)c1ccc(Cl)c(S(=O)(=O)Nc2ccccc2)c1	x	-4	-7%	x	x	113%[activator]	x
COc1ccc(CNC(=O)c2cn(-c3cccc(OC)c3)c(=O)c3ccccc23)cc1	x	-10	-14%	x	x	u	x
O=C(NC1CCCC1)c1ccc2c(c1)N(Cc1ccccc1F)C(=O)c1ccccc1S2	x	-15	14%	x	x	-1%	x
COc1ccc(C(=O)N2C[C@@H](Oc3cccnc3)C[C@H]2C(=O)N2CCOCC2)cc1	-10%	0	u	6%	i	6%	-14%
O=C(Cc1cccc(F)c1)Nc1cccc(-c2nnc3n2CCCC3)c1	u	25	7%	2%	i	9%	u
COc1ccc(NC(=O)c2ccc(NC(=O)CCS(=O)(=O)c3cccs3)cc2)cc1Cl	x	4	-7%	x	x	47%[activator]	x
CCc1ccc(NC(=O)CSc2nc(-c3ccc(C)cc3)nc3c2Cc2c(CO)cnc(C)c2O3)cc1	x	-3	-4%	x	x	11%	x
Cc1nn(C)cc1CN1C[C@@H]2C(=O)N(Cc3ccc4c(c3)OCO4)C(=O)[C@@H]2C1	u	-15	19%	-2%	i	8%	u
Cc1nc(C)c(C(=O)N2CCCC2c2nc(CCOCC3CC3)no2)s1 (centres undefined)	3%	4	3%	2%	1%	-14%	-1%
Cc1ccc(OCc2cc(=O)n3cc(C)sc3n2)c(NC(=O)c2ccco2)c1	x	4	5%	x	x	48%[activator]	x
Cc1ccc(Cn2c(=O)n(-c3cc(C)cc(C)c3)c(=O)c3oc4ccccc4c32)cc1	x	23	-10%	x	x	14%	x
COC(=O)N1CCC(c2nn(-c3ccc(F)cc3)c(=O)[nH]2)CC1	-15%[172 µM]	16	-14%[87.6 µM]	0%[172 µM]	-1%[88.5 µM]	-4%[87.6 µM]	-19%[138 µM]
CSc1cccc(Nc2nc3c(S(=O)(=O)c4ccccc4)nnn3c3ccc(Cl)cc23)c1	x	-9	-5%	x	x	u	x
CCOc1ccc(NC(=O)Cn2cc(C(=O)c3ccc(F)cc3)c(=O)c3cc4c(cc32)OCCO4)cc1	x	2	-5%	x	x	2%	x

Among those listed so far, these have an aryl thioether with sulfur outside any ring:
SMILES	HEK293 tox	IP6K1 inh	HEK293 viab	FLuc inh	GPT2 inhibitor	SNCA expr inh	NIH3T3 tox
CCc1ccc(NC(=O)CSc2nc(-c3ccc(C)cc3)nc3c2Cc2c(CO)cnc(C)c2O3)cc1	x	-3	-4%	x	x	11%	x
CSc1cccc(Nc2nc3c(S(=O)(=O)c4ccccc4)nnn3c3ccc(Cl)cc23)c1	x	-9	-5%	x	x	u	x

Entries of single compounds, quoted from the list. Order of screens: HEK293 tox | IP6K1 inh | HEK293 viab | FLuc inh | GPT2 inhibitor | SNCA expr inh | NIH3T3 tox
O=C(Cc1cccc(F)c1)Nc1cccc(-c2nnc3n2CCCC3)c1 across the screens: u | 25 | 7% | 2% | i | 9% | u
O=C(NC1CCCC1)c1ccc2c(c1)N(Cc1ccccc1F)C(=O)c1ccccc1S2 across the screens: x | -15 | 14% | x | x | -1% | x
Cc1nn(C)cc1CN1C[C@@H]2C(=O)N(Cc3ccc4c(c3)OCO4)C(=O)[C@@H]2C1 across the screens: u | -15 | 19% | -2% | i | 8% | u
CCOc1ccc(NC(=O)Cn2cc(C(=O)c3ccc(F)cc3)c(=O)c3cc4c(cc32)OCCO4)cc1 across the screens: x | 2 | -5% | x | x | 2% | x
COC(=O)N1CCC(c2nn(-c3ccc(F)cc3)c(=O)[nH]2)CC1 across the screens: -15%[172 µM] | 16 | -14%[87.6 µM] | 0%[172 µM] | -1%[88.5 µM] | -4%[87.6 µM] | -19%[138 µM]

(further entries)
SMILES	HEK293 tox	IP6K1 inh	HEK293 viab	FLuc inh	GPT2 inhibitor	SNCA expr inh	NIH3T3 tox
Cc1noc(C2CC3(CCN(C(=O)COc4ccc(F)cc4)CC3)CN2C)n1 (centres undefined)	2%	-7	-1%	5%	i	0%	-4%
CCOC(=O)c1ccc(Nc2ncnc3c2cnn3-c2cccc(Cl)c2)cc1	x	14	-4%	x	x	34%[activator]	x
O=C(c1cc(CC2(NCc3ccccc3F)COC2)no1)N1CCCCC1	-26%[172 µM]	19	-19%[87.6 µM]	-4%[172 µM]	-5%[88.5 µM]	12%[87.6 µM]	-25%[138 µM]
COc1cccc(N2CCN(C(=O)c3ccc4nc(N5CCC(C)CC5)sc4c3)CC2)c1	x	-4	-1%	x	x	304%[activator]	x
CCOC(=O)c1c(C)nn(-c2cccc([N+](=O)[O-])c2)c1C	x	-14	-11%	x	i	x	x
CCOCCNc1ncnc2c1CN(C1CCCCC1)C(=O)CN2C	i	-10	-14%	x	u	56%[activator]	-8%
Cc1noc(C)c1CO[C@H]1CCOC[C@H]1NC(=O)CCCc1cn[nH]c1	4%	1	8%	-11%	4%	-6%	-1%
COc1cccc(NC(=O)NC[C@H]2O[C@@H](CO)[C@@H](O)[C@H]2N(C)CCc2ccccc2)c1	-2%	1	6%	2%	-3%	28%	-1%
O=C(c1cc(C2CC2)nc2onc(C3CCNCC3)c12)N1CCC(F)CC1	i	-3	7%	x	-3%	-11%	i
O=C1c2c(nc(CNCc3cccnc3)n2Cc2ccccc2)NCCN1Cc1cccc(Cl)c1	u	-2	-6%	-11%	4%	10%	-29%
COc1ccccc1N1CCN(S(=O)(=O)c2c(C)sc3ncn(CC(=O)NCCN(C)C)c(=O)c23)CC1	x	-3	4%	x	x	13%	x
COc1ccc(N(Cc2cccs2)C(=O)c2ccco2)cc1	x	-3	-2%	x	x	-11%	x
COc1ccc(Cn2c(=O)c(C(=O)N3CCN(C(=O)c4ccc(Cl)cc4)CC3)nc3cccnc32)cc1	u	0	-15%	x	i	10%	u
COCCN1C(=O)[C@@H]2C[C@@H](CN2C(=O)c2cncnc2)Oc2ccccc21	-25%[172 µM]	-2	-2%[87.6 µM]	-13%[172 µM]	1%[88.5 µM]	2%[87.6 µM]	-25%[138 µM]
COc1cccc(C(=O)N(C)Cc2ccccc2C(F)(F)F)c1	100µM*	-2	-1%[87.6 µM]	-8%[172 µM]	i	4%[87.6 µM]	u

Looked up above:
GPT2 inhibitor, `O=C1c2c(nc(CNCc3cccnc3)n2Cc2ccccc2)NCCN1Cc1cccc(Cl)c1` → 4%
IP6K1 inh, `COc1cccc(N2CCN(C(=O)c3ccc4nc(N5CCC(C)CC5)sc4c3)CC2)c1` → -4

(list continues)
SMILES	HEK293 tox	IP6K1 inh	HEK293 viab	FLuc inh	GPT2 inhibitor	SNCA expr inh	NIH3T3 tox
O=C(c1ccc2c(c1)OCO2)N1CCn2c(nn(-c3ccc(F)cc3F)c2=O)C1	-2%	6	-5%	1%	i	42%[activator]	-6%
CCOc1ccc(OCC)c(NC(=O)c2nnn(CC(=O)Nc3cc(Cl)ccc3OC)c2N)c1	x	8	-12%	x	x	-24%	x
O=C(Nc1ccccc1)N[C@H]1[C@H](O)[C@@H](N2CCCCC2)[C@@H]2OC[C@H]1O2	5%[172 µM]	-6	-1%[87.6 µM]	-6%[172 µM]	-18%[88.5 µM]	10%[87.6 µM]	i
CC(C)CNC(=O)N1CCCN(S(=O)(=O)c2ccccc2)CCC(=O)NCC1	i	3	-3%	-3%	4%	7%	-2%
CN=C(N)NCCCCC/C=C(/C)CC(C)C1OC(=O)C(C)C(O)/C=C/C(C)C(O)CC(O)C(C)C(O)CCC(C)C(O)CC2(O)OC(CC(OC(=O)CC(=O)O)CC(O)CC(O)C(C)C(O)/C(C)=C/CCC1C)CC(O)C2O (centres undefined)	x	0	u	x	i	x	x
O=C1Nc2ccccc2CC12CCN2[S+](=O)([O-])c1ccccc1 (centres undefined)	i	3	9%[87.6 µM]	5%[172 µM]	i	43%[activator][87.6 µM]	-6%[138 µM]
Cc1ccc(Nc2c(-c3ccc(C)s3)nc3ccccn23)cc1	x	-2	-9%	x	x	13%	x
COc1ccc(Cl)cc1C(=O)N1CCC(n2cc(-c3nc(C)no3)nn2)CC1	-11%	12	1%	-7%	-5%	-2%	u
COc1ccc(OC)c(NC(=O)c2c(NCc3ccc(C)o3)sc3c2CCCCC3)c1	x	-11	-27%	x	x	-1%	x
Cc1nnc(N2CCN(C(=O)NC(C)C)CC2)c2nn(-c3ccccc3)c(C)c12	x	0	5%	x	x	u	x
COc1ccc(-c2nc3cc(C(=O)NCC(C)C)ccc3o2)cn1	-23%[172 µM]	16	2%[87.6 µM]	x	-13%[88.5 µM]	15%[87.6 µM]	-22%[138 µM]
Cc1cc(C)c(S(=O)(=O)NCC(c2cccs2)S(=O)(=O)c2ccccc2)c(C)c1 (centres undefined)	x	39	-13%	x	x	5%	x
Cc1c(C(=O)N2CCCCC2)c(S(=O)(=O)NCc2ccc(N(C)C)cc2)c(C)n1C	x	3	-7%	x	x	5%	x
OC[C@@H]1CN(Cc2ccco2)C[C@H]1c1nc(-c2ccncc2)no1	u	-5	5%	u	i	139%[activator]	-10%
CC(=O)N1CCC(NC[C@@H]2C=C(C)[C@H](Cc3nc4ccc(C)cc4[nH]3)C[C@H]2C(C)C)CC1	u	-1	-25%	5%	3%	18%	u
CC(C)NC(=O)c1ccc(CN2C(=O)NC3(CCS(=O)(=O)CC3)C2=O)cc1	-2%	1	9%	5%	i	-24%	i
O=C(NCc1ccccn1)C1CCCN(C2CCN(S(=O)(=O)C3CC3)CC2)C1 (centres undefined)	-2%	-4	14%	6%	0%[11.5 µM]	24%	2%
CC(=O)N1CCN(c2nc3c(s2)CC(C(=O)Nc2ccc(F)c(Cl)c2)CC3)CC1 (centres undefined)	7.9µM*	34	-15%	0%	-9%	u	20µM*
COCc1nc(C2CCN(C(=O)c3n[nH]c4ccccc34)C2)no1 (centres undefined)	-11%	13	2%	-6%	i	-11%	-2%
c1ccc(-n2cncn2)c(Cn2ccnc2-c2cc3n(n2)CCCNC3)c1	4%	9	3%	12%	3%	2%	3%
COC(=O)CN1C(=O)[C@@H]2C[C@@H](O)CN2C2(CN(C3Cc4ccccc4C3)C2)C1=O	-1%[172 µM]	4	-1%[87.6 µM]	-3%[172 µM]	i	-8%[87.6 µM]	-5%[174 µM]
Cc1nc2ccc(S(=O)(=O)N(CC(=O)Nc3cccc(Cl)c3)Cc3ccccc3)cc2s1	x	-8	-25%	x	x	u	x
COc1ccc(C(=O)N2CCC(n3cc(-c4nc(C)no4)nn3)CC2)cc1	0%	6	-9%	5%	-1%	-4%	-11%
NC(=O)CN1CCC2(CC1)CCN(C(=O)Cc1cnc[nH]1)CC2CO (centres undefined)	i	6	2%	8%	2%	33%[activator]	4%
COc1ccc(C(=O)N2CCCOCCNC(=O)[C@@H]3CCCC[C@@H]32)c(OC)c1	-3%	0	-3%	-5%	-6%	-1%	-2%
CNC(=O)Nc1ccc(C2(C(=O)NCc3ccco3)CCC2)cc1	-5%	7	8%	-4%	i	-3%	i
